Screening data (PubChem BioAssay)
PAFAH1B3 inh: inhibitors of human PAFAH1B3. Q15102. recombinant PAFAH1B3, FP-rhodamine probe, fluorescence polarization. inhibition, % at 3.39 µM. 0.28% of 340,000 active;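 active means inhibition above the screen-wide average of all tested compounds plus 3 SD, cut at about 25% in these data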;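 further: 0% = enzyme with DMSO only and 100% = wells lacking PAFAH1B3 protein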
Target sequence (Q15102 whole entry, looked up): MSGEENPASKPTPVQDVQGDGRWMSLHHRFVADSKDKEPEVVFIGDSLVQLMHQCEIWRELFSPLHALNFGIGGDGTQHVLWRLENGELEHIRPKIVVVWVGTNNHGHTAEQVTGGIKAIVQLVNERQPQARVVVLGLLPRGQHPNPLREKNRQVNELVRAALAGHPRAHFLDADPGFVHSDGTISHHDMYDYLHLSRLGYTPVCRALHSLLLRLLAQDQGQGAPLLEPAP
LYPLA1 counter: counter-screen for PME1 inhibitors: inhibitors of human LYPLA1; O75608; recombinant LYPLA1, FP-Rh probe fluorescence polarization; inhibition, % at 5.9 µM; 0.16% of 320,000 active; AID 2174;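 active means inhibition above the mean of all tested compounds plus 3 SD, set per campaign, cut at about 14% in these data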;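 further: inhibitors block serine hydrolase probe labeling of LYPLA1 so polarization falls; 0% = enzyme with DMSO and 100% = wells lacking LYPLA1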
Target sequence (O75608 whole entry, looked up): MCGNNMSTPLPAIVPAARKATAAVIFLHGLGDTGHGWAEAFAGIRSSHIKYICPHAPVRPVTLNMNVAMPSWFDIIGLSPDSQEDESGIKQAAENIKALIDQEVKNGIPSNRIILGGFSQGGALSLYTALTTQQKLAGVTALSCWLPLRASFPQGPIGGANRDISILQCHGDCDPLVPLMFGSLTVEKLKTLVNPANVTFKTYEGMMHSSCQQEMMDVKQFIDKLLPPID
PAFAH1B2 inh: blocks human PAF acetylhydrolase 1b catalytic subunit 2; recombinant PAFAH1B2, FP-rhodamine activity probe, fluorescence polarization; inhibition, % at 3.39 µM; 1.2% of 340,000 active; AID 492953;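 active means inhibition above the mean of all tested compounds plus 3 SD, cut at about 24% in these data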;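 further: 0% = enzyme with DMSO and 100% = wells lacking PAFAH1B2; many of its hits are not listed in these tables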
LYPLA2 counter: blocks human lysophospholipase 2, a PME1 counter-screen. O95372. recombinant LYPLA2, FP-Rh probe fluorescence polarization. inhibition, % at 5.9 µM. 0.38% of 320,000 active. AID 2177;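 active means inhibition above the screen-wide mean plus 3 SD, limit set per campaign, cut at about 26% in these data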;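 further: 0% = LYPLA2 with DMSO and 100% = wells lacking LYPLA2 enzyme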
Target sequence (O95372 whole entry, looked up): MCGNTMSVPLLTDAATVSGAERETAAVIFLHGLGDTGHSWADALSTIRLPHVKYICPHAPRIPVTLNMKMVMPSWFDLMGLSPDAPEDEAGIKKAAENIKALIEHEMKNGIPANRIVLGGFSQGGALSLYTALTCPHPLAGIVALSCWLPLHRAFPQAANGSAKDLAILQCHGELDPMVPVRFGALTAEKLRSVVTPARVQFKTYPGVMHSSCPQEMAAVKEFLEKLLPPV
GSTO1 counter: blocks human GSTO1 in RBBP9 counter-screen | recombinant GSTO1, activity-based probe fluorescence polarization | inhibition, % at 5.96 µM | 1.1% of 300,000 active;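 active means inhibition above the campaign mean inhibition plus 3 SD, cut at about 35% in these data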;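 further: 0% = GSTO1-1 with DMSO and 100% = wells lacking GSTO1-1 enzyme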
Target sequence (P78417 whole entry, looked up): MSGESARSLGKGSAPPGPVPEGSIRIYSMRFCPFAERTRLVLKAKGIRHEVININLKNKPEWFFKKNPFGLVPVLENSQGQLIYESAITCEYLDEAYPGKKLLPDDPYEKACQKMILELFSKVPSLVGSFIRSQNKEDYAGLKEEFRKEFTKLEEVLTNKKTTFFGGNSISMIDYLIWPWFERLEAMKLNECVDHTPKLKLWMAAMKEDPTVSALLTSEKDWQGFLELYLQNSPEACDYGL
PAD4 FP inh: inhibitors of human PAD4; Q9UM07; recombinant PAD4, RCA probe fluorescence polarization; inhibition, % at 6.36 µM; 0.41% of 330,000 active; AID 485272;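 active means percent inhibition above a cutoff equal to the mean of all tested compounds plus 3 SD, cut at about 15% in these data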;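 further: 0% = PAD4 with RCA probe and DMSO and 100% = probe without PAD4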
PAFAH2 FP inh: inhibitors of human PAFAH2; Q99487; recombinant PAFAH2, FP-rhodamine activity probe, fluorescence polarization; inhibition, % at 3.39 µM; 0.99% of 340,000 active; AID 492956;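 active means inhibition above the mean over all tested compounds plus 3 SD, cut at about 30% in these data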;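 further: inhibitors block probe labeling of enzyme so polarization drops; 0% = enzyme with DMSO and 100% = wells lacking PAFAH2 protein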
PREPL inhibitor: human PREPL enzyme inhibition; AID 2751; 0.68% of 320,000 active; Q4J6C6; recombinant PREPL, fluorescence polarization activity-based probe; inhibition, % at 5.96 µM; in the data active means inhibition above about 43%;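 further: 0% = enzyme with DMSO and 100% = wells lacking enzyme; many of its hits are not listed in these tables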
pPAFAH inh: inhibitors of human plasma PAF acetylhydrolase (pPAFAH). AID 463082. 1.5% of 330,000 active. inhibition, % at 3.39 µM. Q13093. recombinant pPAFAH, FP-rhodamine probe fluorescence polarization;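 active means inhibition above the mean inhibition across the screen plus 3 SD, cut at about 25% in these data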;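 further: inhibitors block binding of the rhodamine activity-based probe so polarization drops; 0% = enzyme with DMSO and 100% = wells lacking pPAFAH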
An asterisk follows results filed as active; / = not tested or not shown. These rows are one share of the data; rates above refer to the full screens.

SMILES	PAFAH1B3 inh	LYPLA1 counter	PAFAH1B2 inh	LYPLA2 counter	GSTO1 counter	PAD4 FP inh	PAFAH2 FP inh	PREPL inhibitor	pPAFAH inh
COc1ccc2cc(C3NC(=O)c4ccccc4N3)c(Cl)nc2c1 (configuration not stated)	7	-2	3	0	-5	-2	8	-46	2
N#Cc1c(N)nc2c(c1-c1ccc3c(c1)OCO3)CCc1ccccc1-2	-1	-15	1	-4	0	1	-7	35	11
Cc1ccc(C)c(NC(=S)N2CCC(c3nc4ccccc4s3)CC2)c1	5	1	4	3	7	-1	-2	34	6
COc1ccc(-c2nc(-c3ccc(Br)o3)no2)cc1	-1	0	3	1	-5	-1	1	-5	3
COc1ccc(CCCC(=O)N/N=C\c2cccs2)cc1	8	0	6	-6	-2	-3	-1	9	1
Nc1cccc(S(=O)(=O)Nc2ccccc2)c1	9	-5	1	2	8	1	-8	1	14
c1ccc(CC2CCN(c3nc4ccccc4n4nnnc34)CC2)cc1	-2	2	-3	-5	-6	0	-9	-35	-3
CCOc1cccc2cc(-c3nnc(NCc4ccco4)s3)c(=O)oc12	2	-11	-2	-7	-2	-3	-10	0	6
CN1CCN(C(=O)c2c(NC(=O)c3ccco3)sc3c2CCC(C(C)(C)C)C3)CC1 (configuration not stated)	6	1	5	0	-1	-4	2	3	18
CCn1c(COc2ccc(=O)n(-c3ccccc3)n2)nnc1SCc1ccccc1C	14	2	1	5	2	-5	-9	21	3
COc1ccc(C2c3c(ncn(CCN4CCOCC4)c3=N)Oc3ccc4ccccc4c32)cc1OC (configuration not stated)	12	-4	3	-7	-17	-2	-6	-3	10
CCOc1ccccc1NC(=O)Cn1nnc(C(=O)NCc2ccco2)c1N	6	1	7	2	2	-1	7	8	-2
COc1ccc(CC(=O)N/N=C/c2cc([N+](=O)[O-])cc(Br)c2O)cc1	12	-3	10	-2	-25	-1	2	-4	12
CCC(C)c1ccc(C(C)NC(=S)NC2CCCCC2)cc1 (configuration not stated)	-1	-10	11	-19	-1	2	3	10	-7
CC(=O)Nc1nc2ccc(S(=O)(=O)N3CCCCC3)cc2s1	0	-2	6	-1	-1	0	4	1	4
CN1c2ccccc2C2(C)CCCC3=Cc4cc([N+](=O)[O-])cc([N+](=O)[O-])c4OC312 (configuration not stated)	1	-6	0	6	2	-5	1	8	1
CCSc1nnc(CSc2ncccn2)n1C	4	1	0	6	17	3	1	-5	2
Cc1cccc(C(=O)Nc2ccnc(-c3ccncc3)n2)c1	4	-4	-5	-7	-6	4	1	8	-3
COC(=O)CCC(=O)Nc1ccccc1C(N)=O	6	0	2	1	-2	-5	1	-2	8
CCOc1cc(/C=C2\C(=O)N(Cc3ccco3)C(C)=C2C(=O)OC)ccc1O	-2	-3	1	2	16	1	4	4	7
CNC(=S)NNC(=O)c1cccn(Cc2ccc(Cl)c(Cl)c2)c1=O	6	1	0	1	6	-2	4	8	-1
O=C1CSC(c2ccncc2)N1Cc1ccco1 (configuration not stated)	-1	1	2	-3	7	0	5	4	4
COc1ccc2nccc(/C=C/c3ccnc4ccc(OC)cc34)c2c1	/	-4	/	-8	-7	-14	/	9	-8
COc1cc(/C=C/C(=O)OCC(=O)NCC2CCCO2)ccc1OCC#N (configuration not stated)	2	4	4	7	2	-1	43*	-2	4
CCCCn1nnnc1SCC(=O)Nc1sc2c(c1C#N)CCCC2	4	-2	10	0	16	6	-5	6	2
Cc1ccnc(Sc2ccc([N+](=O)[O-])cn2)n1	-2	-1	7	3	9	-3	-5	-1	-2
CC(/C=C1\SC(=S)N(CCCC(=O)Nc2ccc(C(=O)O)c(O)c2)C1=O)=C\c1ccccc1	/	-13	/	-5	-11	-3	/	12	31*
O=C(O)c1csc(-n2nc(-c3ccccc3)cc2C(F)(F)F)n1	4	-3	4	-2	0	3	-2	11	4
Cc1c(C)n(O)c2ccc3nonc3c12	4	-3	6	-2	19	-7	2	-3	14
Cc1cc(C)c2[nH]c(=O)c(CN(Cc3ccco3)C(=O)C3CCCO3)cc2c1 (configuration not stated)	6	-4	6	3	0	-1	5	2	-1
Cc1ccc(Nc2oc(C)nc2C#N)cc1	-1	-1	0	5	10	-2	2	8	3
CCCn1c(SCC(=O)Nc2ccc3c(c2)OCCO3)nnc1-c1ccco1	-3	0	5	-2	20	3	3	11	0
Cc1ccc(C)c(OCCCC(=O)O)c1	0	0	2	5	6	1	-10	0	0
CCNc1nc(NCC)nc(OCCOC(=O)c2ccccc2)n1	-1	-1	4	-1	-5	-1	3	15	1
CCOc1ccccc1NC(=O)CCn1cccc1	7	-4	6	-10	6	4	2	3	0
Cc1ccc(NC(=O)c2cccc3c2C(=O)N(C2CCCCC2)C3)cc1	3	-2	2	10	-1	-4	-7	9	1
Oc1ccc(N2CCN(C(c3ccccn3)c3nnnn3C3CCCC3)CC2)cc1 (configuration not stated)	3	2	6	2	9	4	0	10	5
COc1cc(C)c(/C=C/C(C)=C/C=C/C(C)=C/C(=O)O)c(C)c1C	3	2	1	12	10	-2	17	8	29*
COc1cccc(CNC(=O)COc2ccc(C(=O)c3ccccc3)cc2)c1	3	-3	4	3	5	1	-8	-11	2
CCC(C)(C)n1nnnc1C(c1ccccc1OC)N1CCSCC1 (configuration not stated)	7	2	6	3	3	0	8	9	6

Some entries already given, reduced to pPAFAH inh, PAD4 FP inh and LYPLA1 counter.
| canonical_smiles | pPAFAH inh | PAD4 FP inh | LYPLA1 counter |
| --- | --- | --- | --- |
| c1ccc(CC2CCN(c3nc4ccccc4n4nnnc34)CC2)cc1 | -3 | 0 | 2 |
| CCOc1cccc2cc(-c3nnc(NCc4ccco4)s3)c(=O)oc12 | 6 | -3 | -11 |
| CN1CCN(C(=O)c2c(NC(=O)c3ccco3)sc3c2CCC(C(C)(C)C)C3)CC1 (configuration not stated) | 18 | -4 | 1 |

Remaining list, next part:
SMILES	PAFAH1B3 inh	LYPLA1 counter	PAFAH1B2 inh	LYPLA2 counter	GSTO1 counter	PAD4 FP inh	PAFAH2 FP inh	PREPL inhibitor	pPAFAH inh
O=C(Nc1nnc(SCC(=O)N2CCCc3ccccc32)s1)c1ccc2ccccc2c1	-12	-17	-7	-26	-35	-10	-13	17	-1
N#Cc1c(C(F)(F)F)cc(-c2ccc(F)cc2)[nH]c1=O	2	-3	1	-2	-7	-2	1	-2	8
CCOC(=O)N1CCN(c2ccc(S(=O)(=O)N3CCOCC3)cc2[N+](=O)[O-])CC1	6	2	1	10	9	2	-2	19	2
O=C(c1ccccc1-c1nc2ccccc2[nH]1)N1CCOCC1	1	0	1	1	-1	-1	-1	19	-4
O=S(=O)(Nc1ccccn1)c1cccs1	2	1	3	7	4	5	3	-1	3
CCNC(=S)N1CCN=C1Nc1nc(C)cc(C)n1	/	-3	/	-3	3	-9	/	0	5
O=C(Cn1nc(Cc2cccnc2)c2ccccc2c1=O)Nc1ccc2c(c1)OCO2	-9	2	-2	5	1	-1	5	2	4
CC(Sc1nnnn1-c1ccccc1)C(=O)Nc1ccc(N2CCN(C)CC2)cc1 (configuration not stated)	-3	3	2	5	5	-3	3	12	-3
CCOC(=O)C1C(=O)NC(N2CCCCC2)=NC1c1ccco1 (configuration not stated)	-3	-3	-1	-2	-3	4	-7	3	-3
Oc1ccc(Br)cc1/C=N/n1c(-c2ccccc2)n[nH]c1=S	6	0	9	4	21	1	10	9	-6
CCOC(=O)[C@H](CCc1ccccc1)N[C@H]1CCc2ccccc2N(CC(=O)O)C1=O	3	-6	-2	-2	9	-2	6	6	2
COc1ccc(N(C(=O)CNC(=O)c2ccco2)C(C(=O)NCC2CCCO2)c2ccccc2)cc1 (configuration not stated)	3	-2	4	-3	2	1	5	6	5
CCN/N=C(\Cc1nc2ccccc2[nH]1)c1ccccc1	9	-2	0	3	3	0	3	24	0
COc1ccc2c(c1)C=C(CN1CCN(C(C)C)C(CCO)C1)CO2 (configuration not stated)	7	-1	6	-1	-1	0	-1	18	1
CN(C)C(=O)CN1C(=O)NC2(CCc3ccccc32)C1=O (configuration not stated)	5	5	-1	7	-2	2	-3	2	7
CC(C)c1ccccc1OCCCCCN1CCOCC1	/	-3	/	-3	-3	0	/	-36	4
N#Cc1ccsc1NC(=O)c1cccc(-n2cnnn2)c1	4	-11	-2	-20	-4	-53	2	-14	-2
COc1cccc2sc(NNC(=O)c3nc4ccccc4s3)nc12	10	-3	0	-1	3	-3	2	17	8
Cc1cnc(=O)[nH]c1SCc1cccc([N+](=O)[O-])c1	5	-3	1	2	-56	-5	7	19	1
Cc1ccc(NC(=O)CNC(=O)Cc2cccc3ccccc23)nc1	4	1	1	1	5	-4	4	-3	3
Cc1ccc(S(=O)(=O)Nc2ccc3c(c2)nc(CCN2CCCCC2)n3C)cc1	2	1	4	-7	-9	-1	-9	-8	3
O=C(c1ccccc1)N1N=C(c2ccccc2)CC1(O)C(F)(F)F (configuration not stated)	0	0	-2	0	2	2	1	8	-3
Cc1cc2c(cc1C)CSC(c1c(O)ccc3ccccc13)SC2	-6	-13	-3	-13	-13	-3	7	29	-4
COc1ccc(CCN=C(N)NS(=O)(=O)c2ccc(F)cc2)cc1	-8	2	12	4	0	-7	-8	1	2
O=c1[nH]c(CS(=O)(=O)c2ccccc2)nc2ccccc12	3	3	2	3	13	-6	-5	-7	3
COc1ccc(CC(=O)NCC(=O)NC(Cc2ccccc2)C(=O)O)cc1 (configuration not stated)	2	0	15	1	5	9	-7	10	5
Cc1cccc(NC(=O)c2ccc3ccccc3n2)n1	2	-4	-6	-2	6	-2	-5	9	4
Cc1cc(C)c2nc(C(F)(F)F)nc(NCCCN3CCCC3=O)c2c1	3	3	-4	-5	-4	-5	2	10	4
CC(=O)NC1C(=O)N=C(SCC(=O)NC(C)c2ccccc2)NC1=O (configuration not stated)	5	3	4	7	8	3	-2	7	3
Cc1sc2ncn(Cc3ccccc3F)c(=O)c2c1C	5	6	-2	7	7	1	8	1	1
O=c1c2cc(Br)cc(Br)c2oc2nc3n(c(=O)c12)CCCS3	/	-1	/	-4	0	-3	/	15	6
Cc1ccc2nsnc2c1NC(=O)Cc1ccc(Cl)cc1	5	-1	-3	5	-7	-1	3	-7	3
C=CCn1c(SCC(=O)NNC(=S)Nc2ccccc2)nnc1-c1ccccc1	2	-3	8	1	-7	5	9	24	-5
CCCC(C)NC(=O)c1sc2nc3n(c(=O)c2c1C)CCC3 (configuration not stated)	0	-5	5	-7	9	-6	6	5	0
Cc1ccc(OC(C)C)c(CN(CCO)CCO)c1	5	2	3	-7	2	-6	11	-2	0
CCN(CCO)C(=O)CC(c1ccccc1)c1cc(Br)ccc1O (configuration not stated)	3	-2	6	7	4	-1	6	4	17
Cc1ccc2c(c1)C=CC(C)N2C(=O)c1ccccc1 (configuration not stated)	3	3	32*	5	3	-10	4	9	-2
COc1cc(C2NC(C(=O)O)Cc3c2[nH]c2ccccc32)cc(OC)c1OC (configuration not stated)	2	-1	2	-2	0	-2	5	3	4
Cc1ccc2c(Cl)c(C)c(N3CCCC3)nc2n1	2	-1	1	-2	-2	-3	8	3	5
